# ERAP1 inh = blocks human ERAP1 aminopeptidase activity; Q9NZ08; recombinant ERAP1, Leu-AMC fluorescence, 60 min; inhibition, % at 10.7 µM; 0.15% of 340,000 active; AID 652197;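 active means mean replicate inhibition of at least 30%, or all replicates individually reaching that 30% level; inactive means mean below 30% and not every replicate reaching it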;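 further: 0% = neutral control wells and 100% = L-leucinethiol positive control wells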
# esBAF inh = SWI/SNF esBAF complex inhibition | AID 602393 | mouse ES cells, Bmi1-luciferase knock-in reporter, 24 h; 100% = twice the neutral-well signal | 2% of 350,000 active | reporter increase, % at 12.5 µM; in the data active means activation above about 40%;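 further: 0% = median of the plate's neutral control wells and 100% = double that signal; a rise in the Bmi1 reporter signal indicates esBAF inhibition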
# E-selectin induc = induces E-selectin expression in human endothelial cells; HUVEC E-selectin immunofluorescence imaging; normalized: neutral wells 0, TNF-alpha wells 100; 0.37% of 260,000 active; activation, % at 7.58 µM; P16581;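 active means mean E-selectin-positive cell signal at least 10% of the positive control, reached in at least 60% of replicates, without over 20% cell loss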;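 further: in these data hits start at about 27%; measured in HUVEC primary endothelial cells; signal is the percent of cells scored E-selectin positive by PE staining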
#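 Test system: HUVEC; input: 3,000 HUVEC/well; measured by: immunofluorescence imaging; read-out: % PE-positive cells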
# S100A4 MyoIIA = inhibitors of human S100A4 binding to myosin IIA peptide; P26447; S100A4/TAMRA-MyoIIA peptide fluorescence polarization; inhibition, % at 10.7 µM; 0.14% of 360,000 active; AID 652163;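 active means mean inhibition of at least 70% across replicates, with every replicate also reaching that level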
# Target sequence (P26447 whole entry, looked up): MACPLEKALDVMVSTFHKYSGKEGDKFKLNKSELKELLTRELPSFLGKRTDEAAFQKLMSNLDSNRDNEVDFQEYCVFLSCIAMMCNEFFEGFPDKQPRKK
#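 Test system: S100A4 monomer protein. Medium: HEPES buffer with Ca2+, pH 7.2. Reagent: fluorescent myosin IIA peptide, 5 nM. Compound dosing: single-point compound testing. Timing: 5 min between mix addition and reading. Benchmarks: DMSO neutral and TFP positive wells.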
# RAD54 branch = inhibitors of human RAD54 branch migration. 0.14% of 360,000 active. inhibition, % at 10.4 µM. RAD54 Holliday junction branch migration, FAM/BHQ fluorescence. Q92698;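 active means mean normalized replicate activity at least 40 and at least half of replicates scoring 40 or more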;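 further: 0% = median of neutral control wells and 100% = median of positive control wells; inhibitors cause a drop in the FAM fluorescence signal; in these data hits start at about 50%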
# Target sequence (Q92698 whole entry, looked up): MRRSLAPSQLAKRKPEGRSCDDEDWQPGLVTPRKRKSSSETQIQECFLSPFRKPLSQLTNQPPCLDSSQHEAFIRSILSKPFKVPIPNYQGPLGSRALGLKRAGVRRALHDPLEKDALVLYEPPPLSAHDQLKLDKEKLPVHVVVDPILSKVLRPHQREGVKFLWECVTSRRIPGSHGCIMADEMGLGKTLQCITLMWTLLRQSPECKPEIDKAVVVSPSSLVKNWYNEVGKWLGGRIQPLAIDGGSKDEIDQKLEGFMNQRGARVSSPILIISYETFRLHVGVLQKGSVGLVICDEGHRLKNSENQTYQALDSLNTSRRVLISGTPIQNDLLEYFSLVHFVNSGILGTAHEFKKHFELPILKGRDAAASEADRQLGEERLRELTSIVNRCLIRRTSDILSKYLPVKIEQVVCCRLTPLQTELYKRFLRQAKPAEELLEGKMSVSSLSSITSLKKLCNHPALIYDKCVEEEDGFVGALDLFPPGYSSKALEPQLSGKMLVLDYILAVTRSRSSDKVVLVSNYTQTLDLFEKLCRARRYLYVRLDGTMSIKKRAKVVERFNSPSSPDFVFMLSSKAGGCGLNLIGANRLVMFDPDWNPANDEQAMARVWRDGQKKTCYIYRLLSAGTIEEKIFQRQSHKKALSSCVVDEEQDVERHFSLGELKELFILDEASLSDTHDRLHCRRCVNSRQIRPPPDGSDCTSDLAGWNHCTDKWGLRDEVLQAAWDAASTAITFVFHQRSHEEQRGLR
# ERp5 block = blocks human ERp5 reductase activity on insulin | Q15084 | ERp5 insulin aggregation, absorbance 650 nm, 90 min | inhibition, % at 9.99 µM | 0.05% of 350,000 active | AID 651711;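 active means mean replicate inhibition above about 25%, with every replicate also reaching it, limit read from the data, passing the limit was not always enough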
# Xi reactivation = reactivates the inactive X chromosome in mouse fibroblasts. XiGFP mouse fibroblasts, % GFP-positive cells imaging, 3 d; cells co-treated with 5-aza-dC sensitizer; scaled so ellipticine positive control = 100%. activation, % at 7.58 µM. 0.055% of 360,000 active;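 active means mean normalized replicate activation at least 10% and every replicate at or above 10%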;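 further: 0% = median of on-plate neutral control wells and 100% = ellipticine 6 µM median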
#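 System: 68-5-11 XiGFP fibroblast line | Buffer or medium: DMEM containing 5-aza-dC | Compound: Single point | Times: Compounds 3 days, fix/stain 15 min at room temperature | Benchmarks: Positive control ellipticine, 6 µM final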
# RAD52 inh = blocks human RAD52 DNA annealing | P43351 | recombinant RAD52 DNA annealing, FRET fluorescence | inhibition, % at 18.7 µM | 0.46% of 360,000 active;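 active means every replicate showing at least 50% inhibition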
# An asterisk follows results filed as active; · = not tested or not shown.
SMILES,ERAP1 inh,esBAF inh,E-selectin induc,S100A4 MyoIIA,RAD54 branch,ERp5 block,Xi reactivation,RAD52 inh
Cc1ccc(C2(C)NC(=O)N(CC(=O)Nc3ccccc3C(=O)N3CCCCC3)C2=O)cc1 (configuration not stated),0,6,0.5,2,5,13,0.2,-1
O=C(C[C@@H]1C[C@@H]2c3cc(NS(=O)(=O)c4ccc(F)cc4)ccc3O[C@@H]2[C@@H](CO)O1)NCc1cccc(F)c1,1,-2,-0.3,-6,1,-4,0.4,7
CCC(C)N1CCNCC1 (configuration not stated),-5,·,·,-2,·,1,0.0,-4
COc1cc(NC(=O)C/C(C)=N/NC(=O)C2CCCCC2)c(OC)cc1Cl,-3,5,56*,-41,-3,1,0.2,-9
Cc1ccc(/C=N/NC(=O)c2ccc3nc[nH]c3c2)o1,2,·,0.2,16,-2,3,0.0,-5
Cc1ccc(S(=O)(=O)N(C)C[C@@H]2Oc3c(NS(C)(=O)=O)cccc3C(=O)N([C@@H](C)CO)C[C@H]2C)cc1,6,-2,-0.1,-33,13,0,0.1,-2
O=C(NCC[C@H]1CC[C@@H](NC(=O)C2CCCCC2)[C@@H](CO)O1)Nc1ccc(Cl)cc1,0,38,-0.5,25,-3,-1,0.5,-3
Cc1ccccc1C(=O)N1CCN(c2ncccn2)CC1,0,5,·,-4,9,8,0.0,-11
C[C@H](CO)N1C[C@H](C)[C@@H](CN(C)C(=O)NC2CCCCC2)OCCCC[C@H](C)Oc2ccc(NC(=O)Nc3cccc4ccccc34)cc2C1=O,3,5,1.8,-5,-3,2,0.1,-1
COc1cc([C@H]2Oc3c(OC)cc(CCCO[C@@H]4O[C@H](CO)[C@@H](O)[C@H](O)[C@H]4O)cc3[C@@H]2CO)ccc1O,2,-18,·,4,11,4,·,2
O=C(OCc1cccc(Cl)c1)c1cc(S(=O)(=O)N2CCCCC2)ccc1N1CCOCC1,0,·,-4.2,-6,-2,9,0.2,-14
Cc1noc(C)c1NC(=O)N(C)C[C@@H]1Oc2ccc(NS(=O)(=O)c3c(C)noc3C)cc2CC(=O)N([C@@H](C)CO)C[C@@H]1C,-2,1,-0.1,-11,-5,-2,0.1,-19
O=C(CCNC(=O)c1ccc(Cl)cc1)NCC(c1ccco1)N1CCCC1 (configuration not stated),0,-3,·,-2,-19,-1,0.2,-15
O=C(O)C1Cc2ccccc2CN1C(=O)c1ccco1 (configuration not stated),-1,-11,·,4,-7,6,0.0,-42
COc1cc(CN2CC3(CN(S(=O)(=O)c4cn(C)cn4)C3)c3c(n(C)c4cc(OC)ccc34)[C@@H]2CO)cc(OC)c1,2,·,0.1,60,·,0,-0.1,-20
CCn1c(=O)c2cc(C(=O)Nc3ccccc3OC)sc2c2ccccc21,1,·,0.5,-1,-2,2,-0.3,-7
CCC(=O)Nc1cccc(C2=NOC3(C2)C[C@@H](C(N)=O)N(C(=O)c2cc([N+](=O)[O-])cc([N+](=O)[O-])c2)C3)c1 (some centres not stated),2,-9,0.8,-2,0,1,-0.1,-4
CCN(CC)S(=O)(=O)c1cc(NC(=O)CNc2cccc(S(=O)(=O)N3CCOCC3)c2)ccc1C,2,·,·,0,5,0,0.7,-18
Cc1ccccc1S(=O)(=O)N1[C@H](C#N)[C@H](c2ccc(-c3ccccc3)cc2)[C@H]1CO,2,4,-0.6,3,5,-5,0.0,-14
C[C@@H]1CN([C@H](C)CO)C(=O)c2cccc(NC(=O)NC3CCCCC3)c2O[C@@H]1CN(C)CC1CC1,1,-5,21,-1,1,3,0.3,10
Cc1noc(C)c1S(=O)(=O)N(C)C[C@H]1Oc2ccc(NS(=O)(=O)c3cn(C)cn3)cc2CC(=O)N([C@H](C)CO)C[C@H]1C,0,-2,0.2,7,-3,-5,0.9,-7
C=CCNC(=S)NCc1ccccc1OC,0,·,·,-6,·,0,-0.2,-55
CN(Cc1cccs1)C(=O)c1cccc(S(=O)(=O)N2CCCCCC2)c1,3,4,-0.3,-2,-10,1,0.0,-15
O=C1CNc2ccc(C(=O)N3CCN(c4ccccn4)CC3)cc2N1,-3,-2,·,-5,-7,2,0.1,-20
Cc1noc(C)c1NC(=O)N(C)C[C@@H]1Oc2ccc(NS(=O)(=O)c3ccc(Cl)cc3)cc2CC(=O)N([C@H](C)CO)C[C@H]1C,0,-3,12,11,19,-7,-0.8,2
# (further entries)
SMILES,ERAP1 inh,esBAF inh,E-selectin induc,S100A4 MyoIIA,RAD54 branch,ERp5 block,Xi reactivation,RAD52 inh
C[C@@H]1CCCCO[C@H](CN(C)Cc2ccncc2)[C@@H](C)CN([C@H](C)CO)C(=O)c2cc(NS(C)(=O)=O)ccc2O1,2,1,-0.2,1,-2,0,0.0,8
NC(=O)CSc1nnc(-c2cccs2)n1Cc1ccco1,-2,-4,0.5,-2,-3,2,0.2,-2
COc1ccccc1-n1nnnc1SCC(=O)N(CC(C)C)C1CCS(=O)(=O)C1 (configuration not stated),-1,-4,-0.9,4,-1,-12,-0.1,-8
CN(c1ccc(F)cc1)S(=O)(=O)c1ccc(Cl)c(C(=O)NCC2CCCO2)c1 (configuration not stated),-2,-4,0.4,-3,2,0,0.1,-10
CCN1[C@@H]2c3ccc(C4=CCCCC4)c(=O)n3C[C@H]1[C@H](CO)[C@H]2C(=O)N1CCOCC1,1,-2,-0.5,10,-4,-2,0.5,-8
CCN1CCN(C(=S)c2ccc(-c3ccccc3)cc2)CC1,0,-57,·,-4,7,-4,0.1,-16
C[C@H](CO)N1C[C@H](C)[C@@H](CN(C)Cc2ccncc2)OCCCC[C@H](C)Oc2ccc(NS(=O)(=O)c3ccc(F)cc3)cc2C1=O,-2,2,-0.3,-5,-12,3,0.3,-10
Nc1ncnc2c1ncn2[C@@H]1O[C@H](CNCc2ccccc2OC2OC(CO)C(O)C(O)C2O)[C@@H](O)[C@H]1O (some centres not stated),-4,-4,0.0,-7,-12,11,0.2,-7
CC1CCC(NC(=O)C2CC(O)CN2S(=O)(=O)c2ccc([N+](=O)[O-])cc2)CC1 (configuration not stated),0,-2,0.5,-5,1,1,0.0,-8
CC1CN(C(=O)c2cc(-c3ccc(Cl)s3)nc3ccccc23)CC(C)O1 (configuration not stated),0,·,-0.3,12,·,1,0.0,-6
COc1ccc2oc(C(=O)NCC(Cc3ccccc3)N(C)C)c(C)c2c1 (configuration not stated),-2,-2,0.3,0,-5,2,0.1,-11
OC(c1ccc(-c2ccccc2)cc1)c1ncc(-c2cccc(F)c2)[nH]1 (configuration not stated),6,-3,-0.1,1,-12,-1,0.3,-25
CC(/C=C/c1ccco1)=N\NC(=O)C(O)c1ccccc1 (configuration not stated),1,·,·,-7,5,6,0.0,-30
CC(C)(C)c1ccccc1NC(=O)Nc1nc(C(N)c2ccccc2)cs1 (configuration not stated),4,1,0.0,-7,-5,2,-0.1,-30
O=C(NC(=S)N1CCN(Cc2ccc3c(c2)OCO3)CC1)c1cccc(Br)c1,-3,·,·,-5,2,6,0.0,-34
N/C(=N\OC(=O)c1cc([N+](=O)[O-])ccc1Cl)c1cccnc1,2,·,-0.1,0,1,-11,0.1,2
O=C(O)c1cc(-n2nnnc2SCc2ccc([N+](=O)[O-])cc2)ccc1Cl,-3,-5,0.0,-5,-8,1,0.0,105*
O=C(NCCN1CCOCC1)c1cc([N+](=O)[O-])cc([N+](=O)[O-])c1,1,9,·,-5,-6,3,0.0,-5
CC(C)CCNC(=O)CN(Cc1cccs1)C(=O)CCC(=O)Nc1nccs1,-1,-4,·,-6,15,4,·,-14
C[C@H](CO)N1C[C@H](C)[C@H](CN(C)Cc2ccc(-c3ccccc3)cc2)Oc2ccc(NC(=O)NC3CCCCC3)cc2CC1=O,2,8,1.3,-3,4,-6,-0.5,7
N/C(CN1CCCC1=O)=N\OC(=O)c1ccc(Cl)c(Cl)c1,-2,·,3.2,10,9,0,0.1,-13
CO[C@H]1CN(C)C(=O)c2ccc(NC(=O)Nc3c(C)noc3C)cc2OC[C@H](C)N(CCC(F)(F)F)C[C@H]1C,2,-22,0.0,-2,-8,-3,0.0,19
O=C(N[C@@H]1C=C[C@@H](CC(=O)N2CCc3ccccc3C2)O[C@@H]1CO)C1CCOCC1,2,·,-0.2,2,·,21,-0.6,-7
COc1ccccc1NS(=O)(=O)c1ccc(N/N=C/c2ccccc2OCC(=O)O)c([N+](=O)[O-])c1,·,0,-0.6,3,·,5,0.1,-3
CC1C(=O)N(Cc2cn(CC3CCCCC3)nn2)CCS(=O)(=O)N1Cc1ccc(-c2cccc(CO)c2)cc1 (configuration not stated),11,19,0.0,0,0,0,0.4,-18

# Gathered by group, the compounds so far containing a nitro group on carbon.
SMILES,ERAP1 inh,esBAF inh,E-selectin induc,S100A4 MyoIIA,RAD54 branch,ERp5 block,Xi reactivation,RAD52 inh
CCC(=O)Nc1cccc(C2=NOC3(C2)C[C@@H](C(N)=O)N(C(=O)c2cc([N+](=O)[O-])cc([N+](=O)[O-])c2)C3)c1 (some centres not stated),2,-9,0.8,-2,0,1,-0.1,-4
CC1CCC(NC(=O)C2CC(O)CN2S(=O)(=O)c2ccc([N+](=O)[O-])cc2)CC1 (configuration not stated),0,-2,0.5,-5,1,1,0.0,-8
N/C(=N\OC(=O)c1cc([N+](=O)[O-])ccc1Cl)c1cccnc1,2,·,-0.1,0,1,-11,0.1,2
O=C(O)c1cc(-n2nnnc2SCc2ccc([N+](=O)[O-])cc2)ccc1Cl,-3,-5,0.0,-5,-8,1,0.0,105*
O=C(NCCN1CCOCC1)c1cc([N+](=O)[O-])cc([N+](=O)[O-])c1,1,9,·,-5,-6,3,0.0,-5
COc1ccccc1NS(=O)(=O)c1ccc(N/N=C/c2ccccc2OCC(=O)O)c([N+](=O)[O-])c1,·,0,-0.6,3,·,5,0.1,-3

# New compounds follow
SMILES,ERAP1 inh,esBAF inh,E-selectin induc,S100A4 MyoIIA,RAD54 branch,ERp5 block,Xi reactivation,RAD52 inh
CCc1ccc(NC(=O)CCNC(=O)Cn2ccc3ccccc3c2=O)cc1,-5,-5,·,-1,10,3,0.0,-1
Cc1cccc(-c2ccc3c(c2)C2CC3CCN2)c1 (configuration not stated),0,0,·,44,-8,-1,0.0,-8
O=C(c1ccccc1)N1CCN(C2CC(=O)N(CCc3ccccc3)C2=O)CC1 (configuration not stated),-5,5,·,0,0,-5,·,0
CO[C@@H](CN(C)Cc1cc(F)ccc1F)[C@@H](C)CN(C(=O)Nc1ccc(F)cc1)[C@@H](C)CO,2,0,0.0,1,-1,-4,0.3,2
O=C(Nc1cccc(O)c1)c1cc(-c2cccs2)on1,-1,81*,-0.1,-4,-4,1,0.2,-14
COc1cccc(NC(=O)N2C[C@@H](O)COC[C@@H]3O[C@H](CC(=O)NC4CCC4)CC[C@H]32)c1,-1,3,0.2,4,-12,1,0.1,12
N#C[C@@H]1[C@@H](c2ccccc2)[C@@H](CO)N1S(=O)(=O)c1ccc(F)cc1,0,1,0.5,-7,3,2,0.4,0
Brc1ccccc1-c1nnc(SCc2nc3ccccc3s2)o1,0,·,·,-4,·,-6,0.0,-153
CCN(C(=O)C1CCCN1S(=O)(=O)c1cccc2nsnc12)c1ccccc1 (configuration not stated),1,-1,0.0,-37,-13,1,-0.2,4
CN(CC(=O)Nc1c(Cl)cccc1Cl)C(=O)CNC(=O)c1ccc2c(c1)OCO2,2,-1,0.0,-1,·,-2,0.0,-4
Cn1c(COc2ccc(Cl)cc2Cl)nnc1SCC(=O)NCC1CCCO1 (configuration not stated),0,1,-0.2,-5,10,2,0.4,-7

# Assay outcomes: PubChem BioAssay, Broad Institute
